KLK5 inh: human KLK5 protease inhibitors, primary screen, biochemical, 1536-well; recombinant hK5, fluorogenic AMC substrate cleavage; inhibition, % at 5 µM; 210,000 tested, 0.59% active; AID 873, 2007;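 active = inhibition of 40% or more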;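 note: 0% = enzyme controls without compound and 100% = no-enzyme blanks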
thrombin 1536: human alpha-thrombin inhibitors, primary screen, counter-screen for coagulation protease inhibitor project, biochemical, 1536-well, fluorogenic AMC substrate | Boc-VPR-AMC fluorogenic substrate cleavage | inhibition, % at 5 µM | 220,000 tested, 0.26% active;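 active = inhibition at or above 40%; inactive = inhibition below 40%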;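 note: 0% = enzyme with no compound and 100% = wells without enzyme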
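System – human alpha-thrombin · Medium – pH 7.5 Tris (50 mM) with NaCl 150 mM, Tween 20 0.05% · Compound – single-point dosing at 5 µM, 0.2% DMSO · Incubation – enzyme reaction carried out at room temperature · Technique – fluorescence of released AMC, ex 355 nm, em 460 nm · Read-out basis – % inhibition of thrombin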
FXIIa inh: human FXIIa protease inhibitors, primary screen, biochemical, 1536-well. Coagulation factor XII (Homo sapiens), P00748. purified FXIIa, Boc-QGR-AMC fluorogenic substrate, 2 h. inhibition, % at 5 µM. 220,000 tested, 0.3% active; in the data active = inhibition above about 40%;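 note: 0% = enzyme with no compound and 100% = blank without enzyme; many of its hits are not listed in these tables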
Cl transport mod: KCC2 cotransporter modulators, thallium flux, primary screen, cell-based, HEK293 KCC2, FluoZin-2 fluorescence, MLSMR; Solute carrier family 12 member 5 (Homo sapiens), Q9H2X9; KCC2 cells, thallium flux FluoZin-2 fluorescence; B-score of Tl+ flux slope (higher = more flux/activation; lower = inhibition) at 10 µM; 190,000 tested, 2.2% active; AID 1456, 2008;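 active = thallium flux slope and its plate-corrected score both differing from the plate sample mean at a set confidence after two filtering rounds, in either direction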;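 note: slope of fluorescence scaled to starting intensity during 10 to 20 s after thallium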
Target sequence (Q9H2X9 whole entry, looked up): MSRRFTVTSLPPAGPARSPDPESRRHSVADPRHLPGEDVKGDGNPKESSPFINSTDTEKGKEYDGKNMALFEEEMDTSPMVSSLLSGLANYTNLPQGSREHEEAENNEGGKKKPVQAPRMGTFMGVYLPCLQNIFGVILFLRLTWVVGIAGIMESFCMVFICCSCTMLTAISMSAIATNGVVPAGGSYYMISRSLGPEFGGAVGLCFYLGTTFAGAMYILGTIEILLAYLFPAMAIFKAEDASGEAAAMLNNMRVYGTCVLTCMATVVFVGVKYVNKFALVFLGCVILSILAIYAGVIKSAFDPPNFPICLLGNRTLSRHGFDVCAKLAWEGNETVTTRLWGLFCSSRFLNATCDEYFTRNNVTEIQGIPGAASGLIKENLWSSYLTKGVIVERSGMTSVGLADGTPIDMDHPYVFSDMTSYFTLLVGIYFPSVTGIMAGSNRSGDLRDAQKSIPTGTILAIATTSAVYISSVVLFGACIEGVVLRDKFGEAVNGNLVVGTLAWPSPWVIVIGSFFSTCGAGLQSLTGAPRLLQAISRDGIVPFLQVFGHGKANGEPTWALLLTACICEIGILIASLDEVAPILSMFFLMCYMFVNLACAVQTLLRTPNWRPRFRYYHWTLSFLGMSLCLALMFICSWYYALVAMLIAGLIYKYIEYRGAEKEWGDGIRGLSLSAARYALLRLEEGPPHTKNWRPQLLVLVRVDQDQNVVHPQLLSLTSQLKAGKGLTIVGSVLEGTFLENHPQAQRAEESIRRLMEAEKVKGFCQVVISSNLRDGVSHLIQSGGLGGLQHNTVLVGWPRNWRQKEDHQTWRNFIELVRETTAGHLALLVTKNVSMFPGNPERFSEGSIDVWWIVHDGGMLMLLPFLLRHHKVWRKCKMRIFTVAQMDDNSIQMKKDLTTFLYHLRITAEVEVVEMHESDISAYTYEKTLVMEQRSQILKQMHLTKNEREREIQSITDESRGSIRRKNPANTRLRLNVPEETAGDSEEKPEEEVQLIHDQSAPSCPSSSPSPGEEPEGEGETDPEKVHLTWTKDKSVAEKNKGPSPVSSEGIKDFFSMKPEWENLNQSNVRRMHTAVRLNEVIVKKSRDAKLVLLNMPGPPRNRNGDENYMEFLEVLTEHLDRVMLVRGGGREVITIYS
Furin inhibitor: human furin inhibitors, primary screen, biochemical, fluorescence intensity | 220,000 tested, 0.061% active | purified furin, fluorogenic substrate cleavage | P09958 | inhibition, % at 30 µM | AID 463115, 2010; in the data active = inhibition above about 25%; note: inactives centre near -15
Wee1 degr inh: Wee1 degradation inhibitors, primary screen, cell-based, HeLa, Wee1K328M-luciferase, luminescence. HeLa Luc-Wee1K328M stability; 100% = proteasome inhibitor MG132 effect. Wee1-like protein kinase (Homo sapiens), P30291. AID 1321, 2008. reporter increase, % at 5 µM. 220,000 tested, 1.2% active;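 active = activation above the mean of all tested compounds plus 3 SD, set per screening run, cut at about 8.8% in these data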;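 note: cells exposed to compound for 20 h before luminescence read; 0% = DMSO alone and 100% = MG132 at 30 µM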
FXIa inh: human FXIa protease inhibitors, primary screen, biochemical, 1536-well. Coagulation factor XI (Homo sapiens), P03951. purified FXIa, Boc-Glu-Ala-Arg-AMC fluorogenic substrate. inhibition, % at 5 µM. 220,000 tested, 0.14% active;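 active = inhibition of at least 40%; inactive = inhibition below 40%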;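 note: fluorescence of freed AMC excited at 355 nm; 0% = enzyme without compound and 100% = no enzyme blank; many of its hits are not listed in these tables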
PERK inhibitor: block of dimerizer-induced PERK translation repression, primary screen, PERK inhibitor project, CHO PERK-DD cells, SEAP luminescence, HTS; Eukaryotic translation initiation factor 2-alpha kinase 3 (Homo sapiens), Q9NZJ5; AID 1416, 2008; inhibition, % at 5.6 µM; 220,000 tested, 0.17% active; CHO PERK-DD fusion, SEAP luminescence translation reporter;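 active = inhibition above the mean inhibition of all tested compounds plus 3 SD, set separately per screening campaign, cut at about 2.9% in these data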;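 note: PERK kinase domain activated by AP20187 dimerizer at 100 nM; 0% = DMSO with dimerizer and 100% = rapamycin at 8.4 µM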
p97 inhibitor: inhibitors of human p97 ATPase, primary screen, biochemical. Transitional endoplasmic reticulum ATPase (Homo sapiens), P55072. recombinant p97 ATPase, Kinase-Glo ATP luminescence, 3 h. inhibition, % at 8 µM. 220,000 tested, 0.42% active. AID 1481, 2009; in the data active = inhibition above about 15%;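 note: 0% = DMSO vehicle and 100% = wells lacking enzyme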
An asterisk follows results filed as active; / = no result given; [ ] = remark or other dose.

Below each SMILES – KLK5 inh	thrombin 1536	FXIIa inh	Cl transport mod	Furin inhibitor	Wee1 degr inh	FXIa inh	PERK inhibitor	p97 inhibitor
> Cc1ccc(C(=O)CSc2nnc3ccccn23)c(C)c1
    -26	1	0	0.2	-27	3	-7	0.4	0
> COC(=O)C1=C(C)N(c2ccc(C(=O)OC)cc2)C(=O)C1
    -6	0	8	0.022	-27[20 µM]	-1	-5	0.1	3
> COc1ccc(C(=O)CSc2n[nH]c(=O)n2Cc2ccco2)cc1
    1	-2	7	0.25	-13	0	2	-0.7	4
> CC(C(=O)Nc1ccc2c(c1)OCCO2)n1nnc(-c2ccccc2)n1 (centres undefined)
    -6	3	10	0.15	-20	1	-3	-0.5	1
> COC(=O)c1cn(C)c2ccc(S(=O)(=O)N3CCOCC3)cc2c1=O
    8	-8	7	-0.56	-13	-1	-1	0.5	0
> Cc1cccc(-n2c(CNC(=O)c3ccc(S(=O)(=O)N4CCCC4)cc3)n[nH]c2=S)c1
    -8	3	20	1.1	-21[20 µM]	-1	9	1.3	5
> CCCC(=O)NC(c1ccccc1Cl)c1c(O)ccc2ccccc12 (centres undefined)
    -12	-10	-4	-2	-1	-1	-8	-0.7	-8
> COc1ccc(/C(N)=N/OC(=O)/C=C/c2ccccc2)cc1
    -2	0	13	-1.5	-21	-1	9	0.8	2
> CC(C)C[C@H](NC(=O)c1nc[nH]c1C(=O)N1CCC(C)CC1)C(=O)OCc1ccccc1
    -1	-3	2	-0.7	-23	/	-2	/	/
> CCOC(=O)c1oc2nc(CC(C)C)c3c(c2c1N)CCCC3
    -4	-3	-2	-4.2	-28	1	2	-1.7	3
> CCN(Cc1cc2cc(OC)ccc2[nH]c1=O)C(=O)Cc1ccc(OC)cc1
    0	-4	13	0.3	-18[20 µM]	-3	3	-1.0	-2
> CCN(CC(=O)Nc1cccc(C(C)=O)c1)S(=O)(=O)c1ccc(C)cc1
    14	0	5	-1.2	-24	-3	-1	1.8	1
> COc1ccc(CCNC(=O)CSc2nc3[nH]ncc3c(=O)n2-c2ccccc2OC)cc1OC
    -10	-23	-2	0.63	-7	5	-13	0.3	3
> Cc1ccccc1C(C(=O)NCc1ccco1)N(CC1CCCO1)C(=O)Cn1nnc2ccccc21 (centres undefined)
    -11	0	23	-0.02	-18	4	17	-1.0	9
> COc1ccccc1NC(=O)Cc1csc(NC(=S)Nc2ccc(C)cc2)n1
    -3	1	18	1.2	-19[20 µM]	-3	6	-0.4	1
> CC(=O)OCC(=O)[C@@]1(O)CC[C@H]2[C@@H]3CCC4=CC(=O)C=C[C@]4(C)[C@@]3(Cl)[C@@H](Cl)C[C@@]21C
    6	3	9	1.1	-23	/	3	/	/
> Cc1cccc(C)c1NC(=O)COc1ccc2c(C)c(Cc3ccccc3)c(=O)oc2c1
    -1	-5	8	-1.3	-31	1	3	0.8	7
> CCn1c(/C=C/N(C(C)=O)c2ccccc2)[n+](CC)c2ccc(Cl)cc21
    -21	-2	9	-0.034	-7	1	5	0.5	6
> COc1ccc(/C=C/c2c([N+](=O)[O-])c(=O)n(C)c(=O)n2C)c(OC)c1
    6	4	13	/	-25	2	15	1.2	8
> CCOC(=O)C1=C(C)OC(N)=C(C#N)C1c1ccc(C)s1 (centres undefined)
    -20	0	-3	-0.7	-9	1	-7	1.5	4

Compound profiles, from the list above. Screens in order: KLK5 inh	thrombin 1536	FXIIa inh	Cl transport mod	Furin inhibitor	Wee1 degr inh	FXIa inh	PERK inhibitor	p97 inhibitor
`CC(C(=O)Nc1ccc2c(c1)OCCO2)n1nnc(-c2ccccc2)n1` (centres undefined) is listed with -6	3	10	0.15	-20	1	-3	-0.5	1
`CCOC(=O)C1=C(C)OC(N)=C(C#N)C1c1ccc(C)s1` (centres undefined) is listed with -20	0	-3	-0.7	-9	1	-7	1.5	4

Other results follow:
Below each SMILES – KLK5 inh	thrombin 1536	FXIIa inh	Cl transport mod	Furin inhibitor	Wee1 degr inh	FXIa inh	PERK inhibitor	p97 inhibitor
> CC1CCN(C(=O)N2c3ccccc3Sc3ccccc32)CC1
    -8	-8	4	-0.38	-10[20 µM]	-1	-7	-0.6	-1
> Cc1nn2c(NCC(C)C)c3c(nc2c1-c1ccccc1)CCC3
    0	-3	2	9.5*	1[20 µM]	-2	-7	0.8	0
> Nn1c(Nc2ccccc2)nc2ccccc2c1=O
    1	-4	-15	-0.3	-29	-1	-5	1.0	1
> CCOC(=O)C1[C@H]2C(=O)N(C(C)c3ccc(OC)cc3)C[C@]23C=C[C@H]1O3 (some centres undefined)
    -2	3	28	/	-18	-2	11	1.7	6
> Cc1ccc(COc2ccc(/C=N/NC(=O)c3ccc(CN4CCOCC4)cc3)cc2)cc1
    -22	-1	10	-0.22	-20	1	6	0.5	3
> O=C(Nc1ccccc1N1CCN(C(=O)c2ccccc2)CC1)c1ccc2c(c1)OCO2
    2	-1	8	-0.89	-22	7	-3	-0.2	-1
> Cn1cnnc1SCC(=O)Nc1nc(-c2ccc(F)cc2)cs1
    -3	-10	2	-2.8	-13	-3	-5	0.3	2
> CN(CCC1CCCCO1)C(=O)CCc1nnc(C2CCCCC2)o1 (centres undefined)
    -1	-6	3	0.15	-23	1	-3	0.3	4
> COc1ccc(CNS(=O)(=O)c2ccccc2Br)cc1
    2	1	6	-0.062	-36	/	0	/	/
> COCCn1c(SCC(=O)Nc2cc(C)on2)nc2ccccc21
    5	-10	12	0.25	-13	-2	1	-0.6	-2
> CC(C)C1CC(CCN2CCCCC2)(c2ccccc2)CCO1 (centres undefined)
    -4	2	7	0.69	3	0	0	-0.6	-2
> O=C(Cc1ccccc1)N[C@@H](Cc1ccc(O)cc1)C(=O)O
    -2	-2	4	-0.52	-20	/	-2	/	/
> O=C(N/C(=C\c1cccnc1)C(=O)N1CCOCC1)c1ccco1
    /	-7	4	-1.2	-17	2	-4	0.6	-1
> Cc1ccc(NC(=O)C(=O)NN=C2CCCC2)cc1C
    2	-7	11	0.047	-28	0	21	1.2	4
> CCOC(=O)c1c(C)c(C(=O)N2CCN(C(=O)c3ccco3)CC2)c(C)n1C
    5	3	12	/	-20	0	25	-0.5	1
> C#CCOCCOCCOCCNc1nc(N2CCN(C(=O)[C@H](C)n3cc(CCCN=C(N)N)nn3)CC2)nc(N2CCN(C(=O)[C@H](CCCCN)n3cc(CCCC)nn3)CC2)n1
    13	29	20	0.13	-25	-3	13	0.2	6
> CC1=NOC(=O)/C1=C/c1ccc(-c2ccc(Cl)cc2)o1
    -10	3	15	/	-13[20 µM]	-2	11	0.4	3
> CCOC(=O)C1=C(N)N(c2ccc(C)cc2)C2=C(C(=O)CCC2)C1c1cccs1 (centres undefined)
    -23	0	5	-1.4	-10	-1	4	-0.1	5
> Cn1c(=O)cc(N2CCOCC2)[nH]c1=O
    0	0	6	1.3	-6	1	3	1.9	11
> COCCNC(=S)N1CCN(c2ccc(Cl)cc2)CC1
    -6	-4	6	-0.25	-15	-2	11	0.8	-1
> Cc1ccc(CSC2=CS(=O)(=O)c3ccccc3N2)cc1
    3	4	13	-2.1	-8[20 µM]	-2	5	-0.1	0
> O=C(NCc1ccccc1)[C@@H]1C[C@H]1[C@@H](NP(=O)(c1ccccc1)c1ccccc1)c1ccccc1
    -6	1	9	-1.1	-16	-1	0	-0.8	-1
> CC(=O)Nc1nc(=S)ss1
    -26	-5	1	/	-6[20 µM]	1	-7	1.6	7
> COC(=O)CCN(C(=O)c1cccc(OC(C)=O)c1)c1ccccn1
    -28	2	-4	0.78	-16[20 µM]	3	-4	0.1	-4
> CC1CN(C)C(C)C/C1=N/Oc1ccccc1[N+](=O)[O-] (centres undefined)
    6	-4	8	0.12	-12	-3	0	0.8	3
> COc1ccc(C(=O)Nc2ccccc2C(=O)N2CCCCC2C)cc1 (centres undefined)
    -8	2	0	0.069	-29	-1	-4	0.7	2
> COC(=O)c1ccc(/C=N/OCC(=O)Nc2cc(F)ccc2F)cc1
    -2	-10	/	1	-12	2	-1	0.8	2
> Cn1c(=O)c2[nH]c(N/N=C(/C#N)C(N)=O)nc2n(C)c1=O
    -5	-1	9	0.33	4	2	5	1.0	-5
> O=C(NCC(=O)N(CC1CCCO1)C1(C(=O)NC2CCCC2)CCCCC1)c1ccccc1 (centres undefined)
    -4	-2	2	0.89	-9[20 µM]	-3	-7	-0.3	-4
> COc1ccc(C(=O)N2C(=S)NC(=O)/C2=C\c2ccc(C)cc2)cc1
    -16	-5	17	7.9*	-12	-1	8	0.8	-3
> Nc1nnc(CCOc2ccccc2Cl)s1
    -4	1	33	-1.1	-7[20 µM]	3	24	0.3	-1
> CCOC(=O)c1ccc(N2C(=O)C3CC=CCC3C2=O)cc1 (centres undefined)
    -7	1	15	-0.52	-21[20 µM]	-1	10	-0.7	-8
> CCOC(=O)c1ccccc1NS(=O)(=O)c1ccc(S(=O)(=O)N2CCCC2)cc1
    4	-8	6	-0.38	-17	3	4	-0.3	-2
> Cc1cc2nnc(SCC(=O)Nc3cc(S(=O)(=O)N4CCOCC4)ccc3Cl)n2c2ccccc12
    -8	-6	4	-4.7*	-25	-2	-9	-1.1	6
> COc1cc(C(=O)Nc2ccc3c(c2)OCCO3)c(-n2cnnn2)cc1OC
    -5	5	13	/	-12	1	2	0.7	6
> CCOc1ccc(N2CSC3=C(C#N)C(c4ccco4)CC(=O)N3C2)cc1 (centres undefined)
    -30	3	35	-0.00064	-12[20 µM]	1	14	0.0	6

Screens (PubChem BioAssay)
